High-throughput results (PubChem BioAssay)
IEC-6 tox = cytotoxicity in IEC-6 intestinal epithelial cells, primary screen, cytotoxicity control for KLF5 inhibitor project, cell-based, luminescence | IEC-6 cytotoxicity, luminescence viability | inhibition, % at 5 µM | 290,000 tested, 0.78% active; in the data active = inhibition above about 22%;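 note: 0% = plate median of test compound wells and 100% = cytotoxic reference compound wells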
KLF5 inh = KLF5 expression inhibitors, primary screen, DLD-1 cells, luminescence. DLD-1 KLF5 promoter-luciferase reporter. inhibition, % at 5 µM. 290,000 tested, 0.23% active. AID 1700, 2009;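 active = inhibition above a per-plate limit of that plate's mean compound inhibition plus 3 SD, cut at about 60% in these data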;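 note: 0% = DMSO wells and 100% = LY294002 at 200 µM; higher means less KLF5 promoter-driven luciferase light; inactives centre near -14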
HIF act = HIF pathway transcriptional activators, primary screen, cell-based, U2OS HRE-luciferase, luminescence | U2OS HRE-luciferase reporter; normalized: DMSO 0%, desferrioxamine 100% | activation, % at 7.5 µM (by protocol) | 300,000 tested, 0.32% active | AID 1910, 2009;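 active = mean activation of at least 10% of the iron chelator positive control signal, with at least half of replicates also reaching 10%; inconclusive = mean and replicate majority disagree about reaching 10%; inactive = mean and most replicates under 10%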
HSF-1 act = HSF-1 activators, primary screen, NIH3T3-HGL cells, MG132 stress, luminescence, single point; AID 504408, 2011; activation, % at 9 µM; NIH3T3-HGL HSF-1 luciferase reporter, 8 h; 100% = twice DMSO control signal; 300,000 tested, 1.7% active;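 active = mean replicate activation of at least 50% with a set share of replicates each reaching 50%; inconclusive = only one of those two conditions met; inactive = mean below 50% and too few replicates reaching it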;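 note: 0% = median of the neutral control wells and 100% = twice that signal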
Platelet DG rel = inhibitors of platelet dense granule secretion, primary screen, cell-based, MLPCN, human platelets; human platelet-rich plasma, SFLLRN dense granule ATP release, luminescence; inhibition, %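 (compounds screened at 7.5 µM in platelet-rich plasma)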; 300,000 tested, 0.22% active; AID 1663, 2009;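 active = mean replicate score, as percent of positive control, at or above 50; inconclusive = mean below 50 but at least one replicate at or above 50; inactive = mean and every replicate below 50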
SKKanGAS inh = S. pyogenes SKKanGAS growth inhibitors in kanamycin, primary screen, streptokinase expression inhibitor project, SKKanGAS strain, BacTiter-Glo luminescence; 6 h; inhibition, % at 7.5 µM; 300,000 tested, 1.3% active; AID 1662, 2009;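 active = mean replicate score, as percent of positive control median, at least 50; inconclusive = mean below 50 but one replicate at or above 50; inactive = mean and every replicate below 50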;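 note: strain carries kanamycin resistance gene driven by streptokinase promoter and grows in 40 µg/ml kanamycin; loss of luminescence reflects streptokinase promoter inhibition or plain growth inhibition; 0% = median of DMSO wells and 100% = positive control at its reference dose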
aSyn 5UTR inh = MLPCN primary screen, SNCA 5' untranslated region | 300,000 tested, 0.82% active | alpha-synuclein 5'UTR reporter, inhibitor activity | inhibition, % (tested at 7.5 µM); in the data active = inhibition above about 60%; inconclusive = no clear call, values can overlap the other calls;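 note: H4 neuroglioblastoma cells stably carrying SNCA 5'UTR luciferase fusion; 0% = DMSO wells and 100% = positive control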
HSP90 inh = HSP90 inhibitors, primary screen, cell lysate, luminescence; Heat shock protein HSP 90 (rabbit reticulocyte lysate; luciferase refolding); AID 1789, 2009; 290,000 tested, 0.91% active; inhibition, % at 5.6 µM; Rabbit reticulocyte lysate, luciferase refolding luminescence, 3 h;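 active = inhibition above the screen-wide mean plus 3 SD, computed separately per campaign, cut at about 16% in these data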;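 note: 0% = DMSO wells and 100% = 60 µM geldanamycin wells; inhibitors lower the luminescence because luciferase stays unfolded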
AI-2 QS mod = Vibrio harveyi AI-2 quorum sensing modulators, primary screen, JMH597 strain, luminescence/OD600 ratio; Vibrio harveyi JMH597 AI-2 luminescence/OD600 ratio, 9 h; stronger effect = lower value; strain lacks LuxN and CqsS sensors; 0 = neutral-control median; activity change, % at 7.5 µM; 300,000 tested, 0.4% active; in the data active = activity change below about -75%, passing the limit was not always enough; inconclusive = no clear call, values can overlap the other calls;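 note: luminescence divided by OD600 gain over 9 h not by final OD600 alone; inactives centre near 13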
HSF1 inhib = HSF1 inhibitors in luciferase reporter cells, primary screen, cell-based, NIH3T3, luminescence. NIH3T3-HGL HSE-luciferase, MG132-induced, luminescence 8 h; stronger effect = lower value. activity change, negative = inhibition, % at 7.5 µM (by protocol). 300,000 tested, 0.77% active. AID 2098, 2009;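 active = more than half of replicate wells show activity change below -50%, luminescence cut by over half; inconclusive = some wells, but at most half, below -50%; inactive = no replicate well below -50%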;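 note: luciferase reports HSF-1 transcriptional activity via heat shock element; 0% = median of DMSO wells and -100% = zero luminescence signal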
Starred values were filed as active, the others as inactive; ? = inconclusive; . = no result given.

SMILES	IEC-6 tox	KLF5 inh	HIF act	HSF-1 act	Platelet DG rel	SKKanGAS inh	aSyn 5UTR inh	HSP90 inh	AI-2 QS mod	HSF1 inhib
COC(=O)c1ccc(OC)c(Cn2c(=O)n(C)c(=O)c3ccccc32)c1	2	-22	-0.2	-11	3	3	22	2	0	2
COc1ccc(/C=C2\Oc3cc(OCC(=O)N4CCC[C@H]4C(=O)O)ccc3C2=O)c(OC)c1	3	-12	-0.1	16	-1	10	27	-2	38	5
COc1cccc(NC(=O)CCC2CCN(C(=O)Cc3cccc(F)c3)CC2)c1	-4	6	-0.7	-3	15	-4	9	-1	8	1
O=C(CCn1c(=O)[nH]c2ccsc2c1=O)N1CCc2ccccc2C1	-5	-17	0.2	-13	-2	-5	-4	0	7	-9
Cc1noc(C)c1COc1ccc(C(=O)Nc2ccccc2)cc1	8	6	1.7	13	4	-1	0	-2	7	3
CCn1c2ccccc2c2cc(NC(=O)COc3ccccc3)ccc21	7	15	0.0	1	0	11	-46	2	4	2
CN(C)C(=O)COC(=O)c1cccc(S(=O)(=O)Nc2ccc(OCc3ccccc3)cc2)c1	-7	-6	0.0	10	1	4	-21	-1	39	1
Cc1cc(F)ccc1NC(=O)CCCN(C)S(=O)(=O)c1ccc(F)cc1	6	0	-0.6	0	-6	-5	8	-3	4	-2
CCCN(Cc1cc2cc(C)ccc2[nH]c1=O)C(=O)c1cccc(OC)c1	-2	-3	0.2	24	2	-1	-9	-1	26	19
COC(=O)C(c1ccccc1)N(Cc1cccc(CN(C(C(=O)OC)c2ccccc2)S(C)(=O)=O)c1)S(C)(=O)=O (configuration not stated)	-11	-21	-0.5	8	-4	-9	8	-1	-4	-1
CCN(CC)C(=O)CN1CCC(c2nc3cc(C)c(C)cc3[nH]2)CC1	-4	-51	-2.7	-7	-10	1	-3	-5	31	3
Cc1ccc(S(=O)(=O)N2CCN(C(=O)C(F)(F)F)C2c2ccc(N(C)C)cc2)cc1 (configuration not stated)	-6	-3	0.0	-5	7	11	-6	-4	11	-1
O=C1N=C(N2CCCCC2)S/C1=C\c1ccccc1F	0	-137	2.7	35	.	4	-143	-1	22	20
Cc1ccc(NC(=O)CN2C(=O)S/C(=C\c3ccccn3)C2=O)cc1	-3	-4	-0.2	-9	-4	-12	-12	0	-1	-3
Cc1c(Cl)cccc1NC(=O)NN1CCN(C)CC1	-2	-26	0.0	31	1	7	10	-6	17	3
CCOCCCNC(=O)C1(O)c2cc(Br)ccc2NC(=O)N1c1ccc(CC)cc1 (configuration not stated)	-2	-16	-2.3	-1	12	-2	23	-5	23	1
COc1cccc(NC(=O)CSCc2n[nH]c(=O)[nH]2)c1	-2	-20	-0.3	-14	-1	-4	22	0	20	-4
COc1cc(/C=N/NC(=S)Nc2cccnc2)cc(OC)c1OC	2	0	-0.1	-7	6	0	-7	-1	6	1
CCN(CC)C(=O)Sc1cccc2cccnc12	5	-1	-0.1	2	-1	-9	-14	-2	-7	4
COc1ccc(CN2CCNC(=O)C2CC(=O)NCCc2c[nH]c3ccccc23)c(OC)c1 (configuration not stated)	-2	-5	0.3	13	-2	9	8	0	30	6
CC(C)Cc1nc(Nc2ccccc2C#N)c2nnn(Cc3ccccc3)c2n1	0	0	-3.1	19	9	18	49	0	30	6
Cc1ccccc1-c1nnn(CC(=O)Nc2ccc3c(c2)OCCO3)n1	-4	-3	-0.3	4	-10	-13	-26	-1	-1	-4
COc1ccc(C(=O)NNC(=O)CCCCC(=O)NNC(=O)c2ccc(OC)cc2)cc1	-12	-17	0.6	-1	18	-1	16	0	-1	-4
COc1ccc(N2CCN(C(=O)COc3ccccc3)CC2)cc1	-2	14	-0.2	49	-17	-13	2	-2	23	14
COCC(C)NC(=O)NC1(C(F)(F)F)Oc2ccc(Cl)cc2O1 (configuration not stated)	1	-18	2.0	19	10	1	-25	7	16	29
COCCCN(C(=O)CSCC(=O)Nc1cccc(C)c1)c1c(N)n(Cc2ccccc2)c(=O)[nH]c1=O	.	.	-0.5	2	2	1	7	.	2	-2
COc1ccc(C(=O)Nc2cc(C(=O)NCCc3ccccc3)ccc2Cl)cc1	-1	-36	.	29	-9	0	-69	-1	21	25
Cc1ccc(CN2C(=O)C(C)Nc3ncnc(N4CCN(c5ccccn5)CC4)c32)cc1 (configuration not stated)	.	.	1.1	-46	10	2	11	.	6	-30
CCOc1ccc(-n2cc(-c3ccccc3)c3c(=O)[nH]cnc32)cc1	6	-23	-0.3	5	-5	-6	10	-2	7	-3
CN(Cc1ccccc1)C(=O)Cn1cccc1C(=O)c1ccccc1	-4	-17	-0.7	30	-1	-6	23	3	15	-2
Cc1ccc2cc(C#N)c(N3CCCN(C(=S)NCCCN(C)C)CC3)nc2c1	8	-9	0.8	-9	1	4	-8	9	-1	-1
O=C(c1cc(-c2ccccc2)on1)N1CCN(C(=O)c2ccco2)CC1	-7	-33	-0.2	0	-3	-5	-14	1	-4	-1
COc1ccc(-c2nnc(SCC(=O)Nc3cc(C)on3)n2N)cc1OC	2	0	0.2	9	3	-2	15	2	49	-4
COc1ccc(NS(=O)(=O)c2ccc3oc4ccccc4c3c2)cn1	2	-17	-0.5	23	-1	-5	23	0	33	-4
Cc1cc(C)n(CCN(C)c2nc3nonc3nc2N2CCCCC2)n1	-2	6	0.6	18	1	1	27	2	-1	-7
COc1cc2ccccc2cc1C(=O)Nc1ccc(S(=O)(=O)Nc2cc(C)on2)cc1	-3	-36	-0.1	2	-7	17	-8	-3	25	-9
CC(C)NC(=O)c1cc(-c2cccs2)nc2ccccc12	-5	-37	-0.6	-3	7	-3	1	-3	9	-3
CCOc1ccc(N2CC(C(=O)NCCc3ccc(S(N)(=O)=O)cc3)CC2=O)cc1 (configuration not stated)	4	-11	0.2	-7	-8	-2	21	-5	9	-9
COc1cccc(N2CCN(C(=O)c3cc4cc(Cl)ccc4[nH]3)CC2)c1	3	-40	1.2	11	-3	15	-41	0	44	2
CC(C)OC(=O)CC(=O)c1sc2nc3c(cc2c1N)CN(C)CC3	-14	-16	0.0	4	9	8	-10	1	18	10
CN1CCN(CCCNC(=O)CN2C(=O)COc3ccccc32)CC1	-3	-9	0.0	-1	-10	7	3	-1	27	-6
O=C1CN(C(=O)COC(=O)CNS(=O)(=O)/C=C/c2ccccc2)c2ccccc2N1	10	8	0.3	12	1	-3	-14	7	16	1
CC(=O)Nc1ccc2c(CSc3nnc(N)s3)cc(=O)oc2c1	2	-3	-0.4	-8	3	-5	-18	-3	6	2
COc1cccc(C(=O)/C=C/Nc2ccc(S(=O)(=O)Nc3onc(C)c3C)cc2)c1	3	4	0.4	14	-6	0	-13	-3	2	0
O=C(NCCc1ccc(F)cc1)C(=O)NCC1CCCN1S(=O)(=O)c1ccccc1 (configuration not stated)	.	.	3.2	-13	17	-12	-49	.	13	-9
O=C(N/C(=C\c1cccs1)C(=O)N1CCOCC1)c1ccco1	3	-11	0.1	-5	-6	-8	-15	4	26	-2
CCNC(=O)Nc1cc2nc(C)n(Cc3ccc(Br)cc3)c2nc1C	1	5	0.4	-10	3	3	-5	-2	6	-3
Cc1ccccc1OCc1nnc(SCC(=O)Nc2ccc3c(c2)oc2ccccc23)n1C	-2	-16	0.1	-3	-6	3	-17	-2	21	2
c1ccc(Oc2cc(-n3cccn3)ncn2)cc1	-3	-81	1.6	11	10	5	-140	-3	5	22
COC(=O)c1cc(COc2ccc3ccc(=O)oc3c2)c(C)o1	-2	-19	1.0	-5	-5	0	-1	0	18	9
CNC(=O)/C(C#N)=C/c1cc(C)n(-c2ccc(N3CCOCC3)cc2)c1C	12	-22	0.0	13	2	38	-27	15	2	2
Cc1ccsc1/C=N/NS(=O)(=O)c1ccc([N+](=O)[O-])cc1	-12	-14	0.2	7	-4	1	-13	-2	28	0
Cc1cc(OCc2nnc(SC(C)C(=O)O)n2-c2ccccc2)ccc1Cl (configuration not stated)	-3	-3	-0.8	-12	-4	-3	11	1	17	-4
Cc1cc(C)c(C(=O)/C=C/c2ccc3c(c2)OCO3)c(=O)[nH]1	1	-1	0.1	8	0	11	-30	3	11	3
O=C(CSc1ccccc1)Nc1nc2ccccc2[nH]1	-3	-44	6.4	21	10	3	-132	-3	1	6
Cc1nc2cncc(Br)c2n1C	0	-32	0.0	0	4	1	11	3	-1	-6
Cc1ccc(C(=O)NCc2ccccn2)cc1Cl	-3	-57	-0.1	8	9	15	-19	1	13	-6
O=Cc1sc(Nc2ccccc2)nc1Cl	3	-18	1.1	-24	1	14	-117	3	11	?
Brc1ccccc1OCCNCc1ccccc1	-1	-5	1.1	10	3	12	-56	-1	22	8
O=C(NCCCN1CCOCC1)c1ccccc1NS(=O)(=O)c1ccc(Br)cc1	0	1	-0.6	-6	-2	-5	-3	0	5	-4
Next entries follow:
SMILES	IEC-6 tox	KLF5 inh	HIF act	HSF-1 act	Platelet DG rel	SKKanGAS inh	aSyn 5UTR inh	HSP90 inh	AI-2 QS mod	HSF1 inhib
CC1(C)CSC(=NCCc2ccccc2)N1C(=O)c1ccc(C#N)cc1	-3	1	0.5	-4	11	-1	-17	1	14	-9
O=C(CCN1C(=O)/C(=C\c2cccs2)SC1=S)Nc1ccccn1	-1	-19	-0.8	-3	1	4	-19	0	27	0
COCCN(C(=O)COC(=O)c1nc(Cl)ccc1Cl)c1c(N)n(Cc2ccccc2)c(=O)[nH]c1=O	.	.	-0.1	-9	-1	-1	5	.	-6	-9
Cc1cccc(NC(=O)CNC(=O)C23CC4CC(CC(Cl)(C4)C2)C3)n1	.	.	-58	10	-6	16	-10	.	10	2
CCc1nnc(NC(=O)c2sc3nc4c(cc3c2N)CCCCC4)s1	3	-48	3.4	0	4	30	-138	2	9	-1
CCCCSc1nnc(-c2ccc(OC)cc2)n1C	-2	-87	-2.1	19	-2	-6	-133	-7	-2	4
O=C(CSc1nc2ccccc2c(=O)n1-c1ccccc1Cl)Nc1cccc(S(=O)(=O)N2CCOCC2)c1	1	7	-1.0	19	-14	10	34	1	8	-2
CCNC(=S)NNC(=O)c1ccncc1	-4	-11	-1.2	0	5	-2	15	1	17	-7
CN(C)[C@@H]1C(=O)C(C(N)=O)=C(O)[C@@]2(O)C(=O)C3=C(O)c4c(O)ccc(Cl)c4[C@@H](O)[C@H]3C[C@@H]12	-14	-21	.	.	.	.	.	1	-63	.
CC(C)C(=O)OCC(=O)Nc1ccc2c(c1)CCC2	-1	-33	-9.8	41	0	-2	2	2	7	-1
CCOC(=O)C(C)n1cnc2c(nnn2-c2cccc(OC)c2)c1=O (configuration not stated)	-2	-58	0.2	10	-3	5	-36	0	22	11
